# Keap1 Nrf2 FP: disrupts human Keap1 binding to Nrf2 peptide. Q14145. Keap1 Kelch-Nrf2 peptide fluorescence polarization, 1536-well. inhibition, % at 9.4 µM. 340,000 compounds, 0.15% hits. AID 504523; in the data active = inhibition above about 12%;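 also: human Keap1 Kelch domain with fluorescein labeled Nrf2 9mer peptide probe; 0% = neutral control wells and 100% = peptide positive control; higher means more block of Keap1 binding to Nrf2 peptide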
# CAL PDZ FP: inhibitors of human CAL PDZ peptide binding; inhibition, % at 24.9 µM; AID 602252; purified CAL PDZ, TMR-peptide fluorescence polarization, 1 h; 300,000 compounds, 0.92% hits; Q9HD26;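 active = mean inhibition of at least 30% with at least half of replicates also reaching 30%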;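 also: 0% = DMSO neutral control and 100% = excess unlabeled competitor peptide PRC23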
# OPRM1-OPRD1 ag: OPRM1-OPRD1 heterodimerization agonism. 340,000 compounds, 0.3% hits. activation, % at 9.3 µM. AID 504326. cells, luminescence; in the data active = activation above about 18%;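 also: 0% = vehicle-treated cells and 100% = reference agonist; values of inactives mirror those of a sister screen read the other way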
# HTR5A ag: HTR5A agonism, opioid heterodimer counter-screen; 340,000 compounds, 0.61% hits; activation, % at 9.3 µM; HTR5A agonist assay, luminescence, cell-based; P47898; in the data active = activation mostly above about 9.5%, no sharp cut-off; inactive = mostly below about 7.6%;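 also: 0% = cells with vehicle only and 100% = reference agonist; strong numbers were not always called active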
# Target sequence (P47898 whole entry, looked up): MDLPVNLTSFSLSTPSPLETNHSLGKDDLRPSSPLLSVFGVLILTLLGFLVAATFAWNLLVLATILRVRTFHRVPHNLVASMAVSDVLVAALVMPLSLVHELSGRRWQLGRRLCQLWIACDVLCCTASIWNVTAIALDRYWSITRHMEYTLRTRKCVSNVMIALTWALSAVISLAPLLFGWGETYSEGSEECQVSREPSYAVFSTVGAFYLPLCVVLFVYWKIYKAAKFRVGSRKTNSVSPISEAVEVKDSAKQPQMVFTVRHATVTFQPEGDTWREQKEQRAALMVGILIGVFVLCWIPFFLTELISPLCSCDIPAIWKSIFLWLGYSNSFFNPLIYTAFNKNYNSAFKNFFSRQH
# V-ATPase pH: regulators of yeast V-ATPase proton transport; 350,000 compounds, 0.37% hits; S. cerevisiae, pHLuorin cytosolic pH fluorescence; response, % at 10 µM; in the data active = response mostly above about 7.3%, no sharp cut-off; inactive = mostly below about 5.4%; also: actives read high; inactives centre near 0; some compounds called inactive have numbers as strong as hits; reference of the scale not given here
# RTF Ca sens act: cardiac RTF calcium sensitization; P19429+P45379; IANBD-labeled TnC RTF fluorescence at EC20 calcium; 0% EC20 calcium, 100% full calcium; activation, % at 7.2 µM; 340,000 compounds, 0.24% hits;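 active = activation above the mean over all tested compounds plus 3 SD, cut at about 30% in these data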;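 also: rise in fluorescence read as greater calcium sensitivity of cardiac thin filaments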
# RTF Ca sens inh: cardiac RTF calcium desensitization | P19429+P45379 | IANBD-labeled cardiac RTF, Ca2+ fluorescence | inhibition, % at 7.15 µM | 340,000 compounds, 0.12% hits;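 active = inhibition above the mean inhibition of all tested compounds plus 3 SD, cut at about 17% in these data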;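 also: assay run at fixed EC70 calcium of 1.6 mM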
# C-LANA FP: KSHV C-LANA DNA binding inhibition; MBP-C-LANA/FAM-LBS DNA binding, fluorescence polarization; inhibition, % at 9 µM; 340,000 compounds, 0.078% hits; AID 504423;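 active = highest replicate inhibition at or above 60% at 9 µM, even if other replicates fall short; inactive = all replicates below 60% inhibition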;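 also: 0% = neutral control wells and 100% = 4 µM acridine orange control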
# HTR5A inv ctr: counter-screen for OPRM1-OPRD1 inverse agonists: human HTR5A inverse agonism. AID 504634. 340,000 compounds, 0.083% hits. HTR5A cell line, luminescence. inhibition, % at 9.3 µM; in the data active = inhibition mostly above about 23%, no sharp cut-off; inactive = mostly below about 18%;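 also: 0% = cells with DMSO and 100% = no-cell wells with DMSO; some compounds called inactive have numbers as strong as hits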
# MOR-DOR inv ag: mu-delta opioid heterodimer inverse agonism. cell-based MOR-DOR heterodimer luminescence. inhibition, % at 9.3 µM. 340,000 compounds, 0.21% hits; in the data active = inhibition above about 22%, passing the limit was not always enough;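 also: 0% = cells with DMSO and 100% = wells without cells with DMSO; values of inactives mirror those of a sister screen read the other way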
# Starred values were filed as active, the others as inactive; . = no result given.
(1) CC(Sc1ccc(Cl)cc1)C(=O)Nc1ccccc1C(=O)N1CCOCC1 (stereo unspecified)
(2) CCN(C(=O)CSc1nnc(COc2ccccc2F)n1N)c1c(N)n(Cc2ccccc2)c(=O)[nH]c1=O
(3) COC(=O)CSc1nnc(-c2ccc(OC)c(OC)c2)o1
(4) CC(Sc1ncn[nH]1)C(=O)Nc1cc(C(F)(F)F)ccc1Cl (stereo unspecified)
(5) Cc1ccccc1C(=O)N[C@H](C(=O)OCC(=O)c1ccc[nH]1)C(C)C
assay / compound	1	2	3	4	5
Keap1 Nrf2 FP	3.2	-2.7	-1.3	-0.8	-5.1
CAL PDZ FP	-0.5	.	-1.8	0.9	-3.6
OPRM1-OPRD1 ag	-2.3	0.5	-1.2	0.7	-2.2
HTR5A ag	-0.6	1.8	1.2	7.6	-5.2
V-ATPase pH	-3.0	-2.1	1.9	0.3	-0.1
RTF Ca sens act	4.4	18.6	0.3	-0.1	11.7
RTF Ca sens inh	5.1	-0.4	-5.0	-0.9	-7.4
C-LANA FP	-0.4	-3.1	0.1	-0.3	0.7
HTR5A inv ctr	1.5	-6.7	5.0	-21.0	12.5
MOR-DOR inv ag	12.9	-2.9	6.3	-2.9	10.8

(6) COc1cc(C(=O)OCn2nnc3ccccc3c2=O)cc(OC)c1OC
(7) CC(C)(CO)N=Cc1c(O)[nH]c2ccccc12
(8) O=C(CCCC(=O)OCC(=O)c1ccc(Cl)cc1)NC1CCCCC1
(9) CCN(c1ccccc1)S(=O)(=O)c1cc2c(cc1C)n(C)c(=O)c(=O)n2C
(10) CCN1C(=O)C(=O)N(CC(=O)Nc2cc(C)ccc2C)C1=O
assay / compound	6	7	8	9	10
Keap1 Nrf2 FP	-3.9	-3.7	-3.1	0.3	-4.0
CAL PDZ FP	-1.1	-3.9	-1.6	5.9	.
OPRM1-OPRD1 ag	-1.7	-2.8	0.5	-2.7	-0.7
HTR5A ag	0.8	0.2	2.1	-1.3	1.0
V-ATPase pH	-2.2	-2.9	1.6	2.3	-0.1
RTF Ca sens act	-6.9	3.8	1.4	7.1	-3.4
RTF Ca sens inh	10.2	0.6	-1.9	-5.8	-2.8
C-LANA FP	-1.1	1.6	-1.0	-2.0	-0.7
HTR5A inv ctr	-20.0	9.3	-3.7	3.6	-3.6
MOR-DOR inv ag	9.9	17.0	-2.5	14.1	3.8

(11) CCN(CC)S(=O)(=O)c1ccc(OCC(=O)NC2CCS(=O)(=O)C2)c([N+](=O)[O-])c1 (stereo unspecified)
(12) COc1ccc(CCNC(=O)CSc2n[nH]c(N)n2)cc1
(13) COc1ccc(-c2cc(C(=O)NN)[nH]n2)cc1
(14) COc1ccc(OC)c(S(=O)(=O)N2CCCC(C(=O)NCc3ccncc3)C2)c1 (stereo unspecified)
(15) CS(=O)(=O)NCCNc1ncc(C(F)(F)F)cc1Cl
assay / compound	11	12	13	14	15
Keap1 Nrf2 FP	-3.1	-5.1	-2.5	-6.3	-6.1
CAL PDZ FP	-5.3	1.9	-3.3	0.3	4.2
OPRM1-OPRD1 ag	-1.6	-1.7	3.0	-2.1	-2.5
HTR5A ag	-3.0	9.0	8.2	-0.2	-0.6
V-ATPase pH	-0.8	-4.2	-1.6	-2.4	-2.5
RTF Ca sens act	2.1	-1.1	4.4	5.9	7.5
RTF Ca sens inh	1.0	8.0	1.2	-3.5	-3.1
C-LANA FP	0.4	2.2	1.3	-1.5	-0.6
HTR5A inv ctr	7.4	-25.5	1.9	0.6	1.7
MOR-DOR inv ag	8.4	9.2	-20.1	11.4	13.1

(16) Cc1ccc2nc3c(cc2c1)c(NC(=O)C1CCCO1)nn3CC(C)C (stereo unspecified)
(17) COc1ccc(-c2nc(=S)[nH][nH]2)cc1
(18) Cn1nc(-c2ccc(NCCO)c([N+](=O)[O-])c2)c2ccccc2c1=O
(19) COc1ccc(S(=O)(=O)N2CCCC2C(=O)Nc2nc3c(s2)CCCC3)cc1 (stereo unspecified)
(20) CCC(C)(C)n1nnnc1CN(Cc1ccc(Cl)cc1)Cc1ccco1
assay / compound	16	17	18	19	20
Keap1 Nrf2 FP	-5.2	-6.0	-6.8	-1.9	-8.1
CAL PDZ FP	-3.3	.	2.2	-0.3	-2.3
OPRM1-OPRD1 ag	-0.7	0.4	-1.1	-2.3	-3.0
HTR5A ag	1.9	1.6	-1.9	5.7	9.8
V-ATPase pH	-0.8	2.0	-3.8	-1.0	1.9
RTF Ca sens act	5.2	0.6	1.4	-0.3	-1.8
RTF Ca sens inh	-0.3	-6.8	-3.0	-6.5	-7.7
C-LANA FP	-1.0	0.5	-1.3	1.2	0.4
HTR5A inv ctr	-5.4	8.3	5.1	-2.5	-23.7
MOR-DOR inv ag	3.1	-1.6	5.8	9.6	14.7

# Arranged by SMILES length (descending): some entries from above
(2) CCN(C(=O)CSc1nnc(COc2ccccc2F)n1N)c1c(N)n(Cc2ccccc2)c(=O)[nH]c1=O
(14) COc1ccc(OC)c(S(=O)(=O)N2CCCC(C(=O)NCc3ccncc3)C2)c1 (stereo unspecified)
(13) COc1ccc(-c2cc(C(=O)NN)[nH]n2)cc1
assay / compound	2	14	13
Keap1 Nrf2 FP	-2.7	-6.3	-2.5
CAL PDZ FP	.	0.3	-3.3
OPRM1-OPRD1 ag	0.5	-2.1	3.0
HTR5A ag	1.8	-0.2	8.2
V-ATPase pH	-2.1	-2.4	-1.6
RTF Ca sens act	18.6	5.9	4.4
RTF Ca sens inh	-0.4	-3.5	1.2
C-LANA FP	-3.1	-1.5	1.3
HTR5A inv ctr	-6.7	0.6	1.9
MOR-DOR inv ag	-2.9	11.4	-20.1

# One compound at a time, as listed above. Values in the order: Keap1 Nrf2 FP | CAL PDZ FP | OPRM1-OPRD1 ag | HTR5A ag | V-ATPase pH | RTF Ca sens act | RTF Ca sens inh | C-LANA FP | HTR5A inv ctr | MOR-DOR inv ag
# Record of `COc1ccc(-c2nc(=S)[nH][nH]2)cc1` : -6.0 | . | 0.4 | 1.6 | 2.0 | 0.6 | -6.8 | 0.5 | 8.3 | -1.6
# Record of `COc1ccc(S(=O)(=O)N2CCCC2C(=O)Nc2nc3c(s2)CCCC3)cc1` (stereo unspecified) : -1.9 | -0.3 | -2.3 | 5.7 | -1.0 | -0.3 | -6.5 | 1.2 | -2.5 | 9.6
# Record of `CCC(C)(C)n1nnnc1CN(Cc1ccc(Cl)cc1)Cc1ccco1` : -8.1 | -2.3 | -3.0 | 9.8 | 1.9 | -1.8 | -7.7 | 0.4 | -23.7 | 14.7
# Record of `Cn1nc(-c2ccc(NCCO)c([N+](=O)[O-])c2)c2ccccc2c1=O` : -6.8 | 2.2 | -1.1 | -1.9 | -3.8 | 1.4 | -3.0 | -1.3 | 5.1 | 5.8

# (list continues)
(21) Cc1onc(-c2ccccc2)c1C(=O)N/N=C/c1cc2c(cc1Cl)OCO2
(22) COc1ccccc1/C=C/C(=O)NC(=S)Nc1ccc(S(=O)(=O)N(C)c2ccccc2)cc1
(23) CC(C)(C)NC(=O)C(=O)NNC(=O)c1ccccc1
(24) O=C(NCCN1CCOCC1)c1cc(Sc2ccc(F)cc2F)nc2ccccc12
assay / compound	21	22	23	24
Keap1 Nrf2 FP	-1.3	-5.3	1.9	1.9
CAL PDZ FP	-6.7	1.5	0.8	0.3
OPRM1-OPRD1 ag	-0.8	-0.9	-1.6	-1.5
HTR5A ag	-4.8	-2.1	1.7	5.3
V-ATPase pH	1.6	2.5	2.3	0.5
RTF Ca sens act	0.4	-0.3	7.4	2.0
RTF Ca sens inh	-12.8	-5.0	-10.6	1.8
C-LANA FP	0.4	-1.2	0.0	-0.4
HTR5A inv ctr	12.9	6.2	-11.0	-15.8
MOR-DOR inv ag	4.7	5.2	8.6	7.6

# High-throughput results: PubChem BioAssay, several laboratories

# An unsorted share of the library; overall some 2.8% were active at least once.
